HIV peptide binding = inhibitors of HIV fusion peptide binding, primary screen, biochemical, uHTS, fluorescence dequenching (AID 1986). cell-free peptide binding, fluorescence dequenching, 30 min; higher % means a stronger effect. one-dose inhibition, % at 20 µM; IC50 in µM for titrated hits. 290,000 compounds, 0.3% hits; in the data active means inhibition mostly above about 52%, no sharp cut-off; inactive means mostly below about 76%; further: some results filed as inactive read as strong as hits
Dengue-2 NS5 capping = flavivirus cap methylation enzyme inhibition – biochemical, confirmation dose response, primary screen (AID 588689) | Dengue-2 NS5 methyltransferase capping enzyme assay, biochemical; higher % means a stronger effect | inhibition, % at 25 µM, or IC50 in µM where a hit was titrated | 340,000 compounds, 0.3% hits; in the data active means a potency from the dose series; inconclusive means inhibition above about 29% without an active follow-up result
GPR55 antagonists = inhibition of LPI-stimulated GPR55 beta-arrestin translocation – imaging, U2OS, beta-arrestin-GFP, LPI agonist, primary screen (AID 2013) | U2OS GPR55 beta-arrestin-GFP translocation imaging, LPI antagonism; higher % means a stronger effect | one-dose inhibition, % at 10 µM; IC50 in µM for titrated hits | 290,000 compounds, 0.13% hits;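 active means spots per cell inhibited over 60%, with over 100 cells counted and total cytoplasm intensity under 500,000; inconclusive means wells with under 100 cells, flagged as likely toxic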;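 further: U2OS cells stably carrying GPR55 and arrestin-GFP stimulated by 5 µM LPI near EC80; imaged beta-arrestin-GFP aggregate spots per cell after agonist stimulation; plate controls were LPI-stimulated DMSO wells for no effect and DMSO wells without LPI for full effect; some results filed as inactive read as strong as hits; confirmed hits need IC50 under 10 µM and bright autofluorescent wells are also inconclusive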
GPR35 antagonists = inhibition of zaprinast-stimulated GPR35 beta-arrestin translocation – imaging, U2OS, beta-arrestin-GFP, zaprinast agonist, primary screen (AID 2058); U2OS GPR35 beta-arrestin-GFP translocation imaging, zaprinast antagonism; higher % means a stronger effect; inhibition, % at 10 µM, or IC50 in µM where a hit was titrated; 290,000 compounds, 0.052% hits;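 active means inhibition of at least 50% with at least 30 cells and total cytoplasm GFP at most 10,000,000; inconclusive means under 30 cells or total GFP of 10,000,000 plus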
K1F lysis inhibition = inhibition of K1F phage lysis, E. coli UTI89, bacterial capsule biogenesis inhibitors, alamar blue (AID 488966); E. coli UTI89 K1F phage lysis, alamar blue, 2 h; higher % means a stronger effect; 340,000 compounds, 0.02% hits; one-dose inhibition, % at 100 µM; IC50 in µM for titrated hits;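 active means phage lysis inhibition, versus mean bacterial control, above a set limit; inconclusive means no clear call, values can overlap the other calls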;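 further: capsule biogenesis inhibitors block K1F phage lysis so surviving cells raise fluorescence; higher fluorescence means more inhibition of phage lysis; actives were called in the ten point dose series up to 300 µM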
Large T inhibition = SV40 large T antigen inhibitors, biochemical (AID 1903) | SV40 large T antigen ATPase/helicase inhibition assay; higher % means a stronger effect | one-dose inhibition, % at 20 µM; IC50 in µM for titrated hits | 310,000 compounds, 0.39% hits; in the data active means a potency from the dose series; inconclusive means inhibition mostly from about 32% at the one dose, without a potency; inactive means the rest, 99 in 100 with inhibition below about 32%; further: strong numbers were not always called active
RSV CPE inhibition = RSV antiviral activity via CPE protection, HEp-2 cells, primary 10 µM value included (AID 2391) | HEp-2 cells, RSV-induced CPE inhibition; higher % means a stronger effect | CPE inhibition, % at 10 µM; hits with a dose series show IC50 in µM | 310,000 compounds, 0.13% hits; in the data active means a potency from the dose series; inconclusive means CPE inhibition mostly from about 23% at the one dose, without a potency; inactive means the rest, 99 in 100 with CPE inhibition below about 21%; further: strong numbers were not always called active
PhoP inhibition = inhibitors of PhoP regulon expression, primary screen, Salmonella Typhimurium, GFP reporter (AID 1863) | S. Typhimurium PhoP-regulated promoter GFP reporter, 4 h; higher % means a stronger effect | 300,000 compounds, 0.16% hits | inhibition, % at 50 µM, or IC50 in µM where a hit was titrated;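 active means inhibition over 29.93%, a cutoff 3 SD above the screen mean, later confirmed by dose response; inconclusive means inhibition over 29.93% but no dose response follow-up; inactive means inhibition at most 29.93% or unconfirmed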;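 further: 0% = low Mg2+ inducing control and 100% = high Mg2+ repressing control; strong numbers were not always called active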
MgcRacGAP inhibition = MgcRacGAP GTPase-activating activity inhibitors, confirmation, biochemical, ADP Hunter fluorescence. MgcRacGAP-stimulated Rac1 GTP hydrolysis, ADP Hunter fluorescence; higher % means a stronger effect; GST-tagged Rac1 F28L mutant substrate. inhibition, % at 30 µM, or IC50 in µM where a hit was titrated. 340,000 compounds, 0.6% hits. AID 624330;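 active means first-screen hits whose inhibition reached a set limit at any dose in the follow-up dose series; inconclusive means inhibition above the set first-screen limit but never retested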;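 further: fluorescence reports GDP produced by GAP-driven GTP hydrolysis; strong numbers were not always called active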
Dengue-2 NS5 capping pilot replicate = recorded beside Dengue-2 NS5 capping, whose call it bears; inhibition, %; measured here: pilot screen replicate inhibition
Starred values were filed as active, the others as inactive; ? = inconclusive; . = not tested or not shown; [ ] = remark or other dose.

SMILES | HIV peptide binding | Dengue-2 NS5 capping | GPR55 antagonists | GPR35 antagonists | K1F lysis inhibition | Large T inhibition | RSV CPE inhibition | PhoP inhibition | MgcRacGAP inhibition | others
CNCc1ccccc1OCc1ccc(F)cc1 | -1.6% | -1.8% | -2.4% | 1.8% | 0.3% | 5.0% | 1.5% | 10.1% | 5.6%
COC(=O)c1cc(S(=O)(=O)N2c3ccccc3CC2C)cn1C (configuration not stated) | 0.9% | -6.3% | 13.8% | 2.1% | 3.0% | 11.4% | 4.0% | -0.7% | 13.2%
CCOC(=O)c1sc(SC)nc1N | -1.9% | -1.6% | 7.1% | 9.5% | 0.4% | 9.1% | 0.1% | -5.4% | 7.5%
Cc1cccc(N2CCN(C(=O)c3ccc(CS(=O)Cc4cccc(Cl)c4)o3)CC2)c1C (configuration not stated) | -1.2% | 0.0% | -14.6% | -6.5% | -0.2% | -2.0% | 12.4% | 10.3% | -1.0%
O=C(COc1ccc(Cl)c(Cl)c1)NN1C(=O)C2C(C1=O)C1C=CC2C12CC2 (configuration not stated) | -1.5% | -0.9% | -7.5% | -3.1% | 0.3% | 5.5% | 3.0% | -6.0% | -3.9%
Cc1ccc(C(c2sc3ncnn3c2O)N2CC(C)CC(C)C2)cc1 (configuration not stated) | -2.2% | -5.5% | 12.5% | -3.0% | -2.6% | 3.5% | 1.8% | 11.7% | 4.2%
COc1ccc(C(C(=O)NC(C)(C)C)N(Cc2ccc(C)cc2)C(=O)CCC(=O)Nc2cc(C)on2)cc1 (configuration not stated) | 0.7% | -4.6% | 1.0% | -9.7% | 0.1% | 5.0% | 6.9% | -3.2% | 8.0%
COCCN1Cc2cccc(C(=O)NCCCN3CCCC3=O)c2C1=O | -1.0% | -3.8% | 0.5% | 18.5% | -1.6%[50 µM] | 14.4% | -0.4% | -1.9% | -5.2%
CC1CN(C(=O)c2ccccc2Sc2ccccc2C#N)CC(C)O1 (configuration not stated) | 0.6% | -4.8% | -2.8% | 2.3% | -1.4% | 5.2% | 4.8% | -2.0% | 6.8%
Cc1ccc(-n2c(C)cc(C(=O)OCC(=O)N(C)C3CCS(=O)(=O)C3)c2C)cc1 (configuration not stated) | -0.7% | -2.0% | -2.5% | -7.1% | 0.5% | -1.2% | -0.2% | 2.5% | 7.3%
O=C(CSC(=S)N1CCCC1)NCC(=O)Nc1ccc(F)c(F)c1 | 0.1% | -3.9% | -29.9% | 7.2% | -0.7%[50 µM] | -3.3% | -0.7% | 0.1% | -4.0%
CCOc1ccc(CCNC(=O)C2CCCN2C(=O)OCc2ccccc2)cc1OCC (configuration not stated) | -0.8% | -1.8% | 4.8% | -10.6% | 0.1% | 5.1% | 1.3% | 1.0% | -0.8%
Cc1cccc(NC(=O)C2CCN(S(=O)(=O)c3ccc4c(c3)OCCCO4)CC2)n1 | . | -8.2% | . | . | -0.3%[50 µM] | 9.5% | 1.3% | 2.2% | 6.7%
O=C1C2C3CCC(C3)C2C(=O)N1Cc1ccco1 (configuration not stated) | -1.6% | -9.4% | 5.8% | 22.5% | -5.0% | 6.7% | 0.3% | -13.2% | 2.9%
CN(Cc1cn(C)nc1-c1ccc(Oc2ccccc2)cc1)C1CCOC1 (configuration not stated) | -1.0% | -9.4% | 3.2% | -0.4% | 0.4% | 25.9% | 0.0% | -13.2% | 9.3%
CCN(C(=O)COc1cccc2cccnc12)C1CCS(=O)(=O)C1 (configuration not stated) | -3.4% | -2.4% | -5.4% | -1.3% | -0.6% | 3.5% | 0.7% | -16.4% | -5.7%
Cc1ccc(C(=O)Nc2ccc(S(=O)(=O)N3CCc4ccccc43)cc2)o1 | 1.3% | -4.8% | 9.0% | -8.2% | 1.0% | 0.4% | 2.7% | 13.6% | -1.8%
COc1ccc(OCc2cc(C(=O)N(C)Cc3cnccn3)no2)c(Cl)c1 | 0.6% | 0.6% | 3.0% | -4.2% | 0.0% | 19.3% | 3.3% | -1.9% | 7.7%
Cn1c(N2CCOCC2)c(/C=N/O)c2ccccc21 | 0.6% | -1.8% | 0.2% | -21.0% | 0.2% | 20.2% | -0.9% | 1.7% | 74.5µM*
O=C(NNC(=O)c1cc(-c2ccccc2)nc2ccccc12)c1csc(N2CCOCC2)n1 | . | 1.5% | . | . | 2.1%[50 µM] | 15.9% | -0.2% | -8.2% | 3.1%
Cc1cc(/C=C2/NC(=S)NC2=O)c(C)n1-c1cccnc1 | 16.2% | -64.9% | -4.9% | -11.9% | 0.1% | 5.1% | 1.3% | -9.0% | 9.2%
Cc1ccc(NC(=O)COC(=O)c2cccc3c2C(=O)c2ccccc2C3=O)c(C)c1 | -1.9% | -3.6% | 5.4% | -7.1% | 5.2% | -2.6% | 2.3% | -4.6% | 6.5%
O=C(COc1ccc(Cl)cc1)NCCNc1ccc([N+](=O)[O-])cc1 | -0.8% | -12.2% | -4.7% | -12.4% | -0.1% | -1.9% | 14.3% | 0.2% | -0.4%
CC(NC(=O)Nc1cccc([N+](=O)[O-])c1)(C(F)(F)F)C(F)(F)F | -3.2% | -7.5% | 10.3% | 5.6% | 0.7% | 13.8% | 6.4% | 5.4% | -2.8%
CC(=O)c1ccc(S(=O)(=O)NC2CC(=O)N(c3ccc(C)c(C)c3)C2)cc1 (configuration not stated) | . | 0.7% | . | . | 0.9%[50 µM] | 7.8% | 0.4% | 8.5% | 3.6%
COc1ccccc1CNC(=O)C1(C)Oc2cccnc2NC1=O (configuration not stated) | -0.5% | -3.0% | 1.4% | -4.3% | 0.1% | 4.6% | 1.8% | 3.4% | 8.0%
CCCn1nnnc1SCC(=O)Nc1cccc(NC(=O)c2ccco2)c1 | -0.1% | 1.6% | 7.9% | 14.0% | 0.8% | 8.9% | 1.9% | 16.0% | 5.2%
NC(=O)c1nsc(C(=O)N(c2ccccc2)C(C(=O)NCC2CCCO2)c2cccs2)c1N (configuration not stated) | 2.4% | -8.7% | 16.9% | 5.3% | -1.9% | -3.2% | -0.4% | 1.2% | -8.1%
CSc1nc(/C=C2\C=Nc3ccccc32)c(O)n1C | 0.5% | -7.7% | 1.7% | 21.6% | 4.9% | ? | 10.8% | -3.6% | 41µM*
O=C(COC(=O)/C=C/c1ccc([N+](=O)[O-])cc1)NCc1ccccc1 | -1.5% | 3.7% | -3.3% | 4.4% | 7.7% | 3.6% | 2.0% | -6.1% | 1.3%
Cc1cc(-c2onc(C)c2C(=O)Oc2ccc(Cl)cc2)no1 | -2.0% | 0.0% | 3.3% | -1.4% | 0.3% | 6.8% | . | -11.4% | 14.3%
CC(SCc1ccccc1)C(=O)NCc1ccccn1 (configuration not stated) | 0.0% | 1.5% | 7.8% | 21.1% | 0.2% | 0.9% | . | -3.8% | 9.9%
COCCCN1Cc2cccc(C(=O)O)c2C1=O | -1.5% | -4.8% | 10.0% | 24.0% | -1.9% | 9.2% | 3.4% | 0.3% | 4.5%
CC(C)C(=O)Nc1cc(S(=O)(=O)Nc2cccc(Cl)c2)ccc1Cl | 1.3% | -4.5% | 3.3% | 17.7% | 0.1% | 17.1% | 3.6% | 12.2% | 12.6%
O=C(Nc1cc(=O)c2ccccc2o1)N1CCCCC1 | 3.0% | -2.7% | 9.0% | 1.6% | 0.6% | -3.0% | 2.8% | -9.4% | 4.8% | Dengue-2 NS5 capping pilot replicate=-5.3
COc1ccccc1NC(=O)C(C/C=C(/C)Cl)C(C)=O (configuration not stated) | -1.1% | -4.8% | 9.3% | 4.0% | 3.0% | -1.5% | 0.7% | -4.7% | 5.6%
O=C(CN1C(=O)/C(=C/c2ccccc2)SC1=S)Nc1cccnc1 | -1.6% | -2.6% | -4.5% | -6.6% | 0.1% | 8.2% | 2.6% | 8.6% | 8.7%
COc1ccc(OC)c(CNCc2ccc3c(c2)OCO3)c1 | -2.3% | 0.0% | 9.0% | 14.7% | 0.2% | 2.5% | -1.3% | 10.9% | 29.3%
CC(C)(C)OC(=O)N1CSC[C@H]1C(=O)NC[C@H](CC(=O)O)c1ccc(Cl)cc1 | -0.2% | 4.6% | 1.5% | -5.0% | -0.1% | -15.8% | -0.5% | 2.3% | 1.5%
COc1ccc(C(=O)Cn2nnc(-c3ccccc3-n3cnnn3)n2)cc1 | -1.6% | -1.4% | 4.5% | -10.6% | 1.8% | 1.7% | 2.1% | 17.1% | 1.7%
CCC(NC(=O)Nc1nccs1)(C(F)(F)F)C(F)(F)F | 7.5% | -4.8% | -1.0% | -4.7% | -0.3% | -3.4% | 0.4% | 9.0% | 9.2%
CC(C)(CNC(=O)CNC(=O)C1CCCCC1)N1CCOCC1 | . | 0.0% | . | . | 0.2%[50 µM] | . | -1.2% | . | 7.9%
Cc1ccccc1CC1(CO)CCCN(C(=O)CCCN2CCCCC2=O)C1 (configuration not stated) | -0.2% | -3.8% | -5.7% | -5.9% | 0.3% | 7.3% | 2.5% | -5.0% | 1.3%
COc1ccc(/C=C/C(=O)NC(C)CCc2ccccc2)cc1OC (configuration not stated) | -0.8% | -12.5% | 7.7% | -3.8% | -0.1% | 10.1% | 2.1% | -0.6% | 5.7%
CCOc1ccc(/C(C)=N/NC(=O)C(OC)c2ccccc2)cc1 (configuration not stated) | -2.5% | 4.5% | -4.2% | -6.8% | 1.8% | 0.3% | 4.9% | -6.3% | 6.7%
Cc1ccc(C(C[N+](=O)[O-])n2nc(C)cc2C)cc1 (configuration not stated) | -2.2% | -5.5% | -4.8% | -10.2% | -0.8% | -1.1% | 5.8% | 4.3% | 13.8%
COC(=O)c1c(NC(=O)CN2CCN(c3ncccn3)CC2)sc(C(N)=O)c1C | 4.7% | -6.8% | -10.8% | 0.8% | 0.1% | 9.8% | 8.0% | -4.1% | 7.4%
NS(=O)(=O)c1ccc(N/N=C2/CCCc3ccccc32)c([N+](=O)[O-])c1 | -1.6% | -4.4% | 5.3% | -11.2% | 0.5% | 6.9% | -1.1% | 4.5% | -1.9%
COc1ccc(N2C(=O)C3CCCN3C2c2ccc(C)cc2)cc1 (configuration not stated) | 0.0% | 0.0% | -7.5% | 0.8% | 6.3% | 9.3% | -0.1% | 1.8% | -12.3%
COc1ccc(N(CC(=O)Nc2cc([N+](=O)[O-])ccc2C)S(C)(=O)=O)cc1OC | -0.6% | -9.5% | -4.5% | -4.4% | 0.1% | 18.6% | 0.6% | -10.1% | 10.3%

Compound activity (PubChem BioAssay)
